# EP2 modulator – EP2 receptor (human) modulation; P43116; 0.83% of 260,000 active; EP2-expressing cells, cAMP HTRF FRET, PGE2 co-stimulation; induction, % at 25 µM; AID 940;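 active means compounds whose cAMP rise, as percent of the full-agonist control response, exceeds 60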;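 further: rat C6 glioma line stably carrying human EP2 under a CMV promoter; the protocol text gives 20 µM as final concentration; 100% = response of wells given 1 µM PGE2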
# Target sequence (P43116 whole entry, looked up): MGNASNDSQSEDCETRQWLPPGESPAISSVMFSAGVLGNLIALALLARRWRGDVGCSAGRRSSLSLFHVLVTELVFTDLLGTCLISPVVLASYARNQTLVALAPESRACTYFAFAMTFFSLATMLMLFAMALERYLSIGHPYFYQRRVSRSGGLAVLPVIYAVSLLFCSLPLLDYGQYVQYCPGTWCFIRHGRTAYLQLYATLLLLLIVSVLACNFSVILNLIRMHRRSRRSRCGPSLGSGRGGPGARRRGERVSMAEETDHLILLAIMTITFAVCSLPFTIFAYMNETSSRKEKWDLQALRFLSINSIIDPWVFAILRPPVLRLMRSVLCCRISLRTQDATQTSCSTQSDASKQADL
# PGE2 EP2 inh – EP2 receptor (human) inhibition; inhibition, % at 25 µM; P43116; C6 glioma cells expressing human EP2, cAMP TR-FRET; cells stimulated with saturating PGE2; 0.52% of 260,000 active;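 active means percent inhibition above 40 after rounding to a whole number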;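 further: rat C6 glioma host cells with rolipram phosphodiesterase inhibitor present; the protocol text gives 20 µM as final concentration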
# * marks the source's active call; other numbers are inactive results. These rows are one share of the data; rates above refer to the full screens.
SMILES,EP2 modulator,PGE2 EP2 inh
COc1ccccc1NC(=O)C1=C(C)Nc2ncnn2C1c1ccc(Cl)c(Cl)c1 (configuration not stated),31,24
O=C(c1cccnc1)N(c1ccc2oc(=O)sc2c1)S(=O)(=O)c1ccc(F)cc1,-74,8
Cc1ccc(C(C)C(=O)N2CCC(n3nc(C4CC4)ccc3=O)CC2)cc1 (configuration not stated),-32,3
CN(C)c1ccc(CN(CCCn2ccnc2)Cc2ccsc2)cc1,-15,2
COc1cc(C(=O)CC2(O)C(=O)N(C)c3ccccc32)cc(OC)c1OC (configuration not stated),-30,8
COc1ccc(C(c2nnnn2CC2CCCO2)N2CCN(c3ccc(OC)cc3)CC2)cc1 (configuration not stated),24,19
Cn1c(=O)c2c(nc(SCC(=O)NC3CCCC3)n2Cc2ccc(Cl)cc2)n(C)c1=O,-36,9
O=C(NCc1ccc2c(c1)OCO2)C1CCN(S(=O)(=O)c2ccc(Cl)cc2)CC1,-32,17
CS(=O)(=O)N(CC(=O)Nc1cccc(Cl)c1)c1ccc2c(c1)OCO2,-50,7
COc1ccc(C(O)CN2CCC(O)(c3ccccc3F)CC2)cc1 (configuration not stated),-43,9
COC(=O)CSc1nnc(-c2ccc(O)cc2)n1-c1ccc(OC)cc1,8,11
COc1ccc(Nc2nc(N)nc(CSc3ncccn3)n2)cc1,-35,6
O=C(NC1CCCC1)c1cc(-c2ccc(Cl)cc2Cl)on1,-45,9
Cc1cc2cc(CN(CC3CCCO3)C(c3nnnn3CC3CCCO3)C(C)C)c(=O)[nH]c2cc1C (configuration not stated),-1,8
CCCCC(CC)CN=C(N)NC(N)=NCCCCCCN=C(N)NC(N)=NCC(CC)CCCC (configuration not stated),-15,71*
NCC(O)COCc1ccco1 (configuration not stated),-64,5
COc1ccc2[nH]c(=O)c(CN(Cc3cccnc3)S(=O)(=O)c3c(C)cc(C)cc3C)cc2c1,-17,17
CCn1c(CN2CCC(O)(c3ccc(F)cc3)CC2)nc2ccccc21,-70,6
COc1cccc(C(C(=O)NC2CCCC2)N(C(=O)c2ccco2)c2ccccc2OC)c1 (configuration not stated),-40,10
CCc1ncc(CNC2(c3ccc(Cl)cc3)CCC2)cn1,-47,2
COc1ccc(NC(=O)c2nc3ncccn3n2)cc1Cl,-37,18
COc1ccc(S(=O)(=O)Nc2ccccc2C(=O)NCc2ccco2)cc1C,10,10
Cc1sc2nc(C(C)C)n(C3CCN(C(=O)c4ccco4)CC3)c(=O)c2c1C,30,9
COc1cccc(OCc2nnc(SCC(=O)O)n2C)c1,15,7
Cc1cc(C)c(NC(=O)c2ccccn2)c(C)c1,-39,8

# Looked up one by one from above (2):
SMILES,EP2 modulator,PGE2 EP2 inh
COc1ccc(C(O)CN2CCC(O)(c3ccccc3F)CC2)cc1 (configuration not stated),-43,9
Cc1cc(C)c(NC(=O)c2ccccn2)c(C)c1,-39,8

# (next part)
SMILES,EP2 modulator,PGE2 EP2 inh
CCC1c2ccsc2CCN1Cc1cccc(OCCOC)c1 (configuration not stated),34,6
CCOc1ccccc1C1C(C#N)=C(N)Oc2n[nH]c(-c3cc(C)sc3C)c21 (configuration not stated),56,9
COc1ccc(-n2c(SCC(=O)Nc3ccccc3C(F)(F)F)nnc2-c2ccncc2)cc1,1,9
O=C(CC1CCCC1)N1CCC(n2nnc3ccccc3c2=O)CC1,-70,-3
CC1=C(C(=O)OC(C)C)C(c2ccc(Br)cc2)C2=C(CC(C)(C)CC2=O)N1 (configuration not stated),-77,8
Cc1ccc(NC(=O)CSc2nnc(-c3ccco3)n2C)c(C)c1,-20,14
COc1ccc(CCNC(=O)c2cc(-c3ccccc3Cl)on2)cc1OC,-100,7
O=C(COc1ncnc2ccccc12)Nc1cccc(-c2csnn2)c1,-32,9
CC(C)(C)NC(=O)c1ccc2c(c1)N(CC(=O)N1CCCCC1)C(=O)C(C)(C)O2,-7,4
Cc1cccc(C)c1NC(=O)CSc1cc(C)c2ccc(C)c(C)c2n1,30,13
CC(=O)N1C(=O)NC(=O)C1(C)C,0,6
Cc1cccc2cc(C#N)c(NCCNS(=O)(=O)c3ccc(Br)cc3)nc12,-9,4
O=C(Nc1ccccc1)N(Cc1ccco1)Cc1cc2cc3c(cc2[nH]c1=O)OCO3,-4,15
C#CCOc1ccc(/C=C/c2nc(O)c([N+](=O)[O-])c(=O)[nH]2)cc1OC,6,11
COc1cc2ccccc2cc1C(=O)Nc1ccc2oc(=O)ccc2c1,1,10
O=C(Cn1c2ccccc2c2ccccc21)NCCc1nc(-c2ccncc2)n[nH]1,-94,7
CCCC(NC(=O)c1cc2c([nH]c1=O)CCCCC2)c1cccs1 (configuration not stated),-37,6
COc1ccc(-c2ncc(CN3CCC(O)(c4ccccc4OC)CC3)cn2)cc1,-50,3
COc1ccc(N2CCN(C(=O)CN3CCC(O)(c4nccn4C)CC3)CC2)cc1,-18,4
COc1ccc2cc1Oc1ccc(cc1)C[C@H]1c3cc(c(OC)cc3CCN1C)Oc1c(OC)c(OC)cc3c1[C@@H](C2)N(C)CC3,-12,59*
Brc1ccc(-n2cnnn2)cc1,-29,9
Cc1nc2sc3c(c2c2nnc(SCC(=O)NCc4ccc5c(c4)OCO5)n12)CCC(C)C3 (configuration not stated),32,10
O=C(NCC1CCCO1)c1c[nH]c2ccccc2c1=O (configuration not stated),-64,8
CCNC(=S)N(CCN1CCOCC1)Cc1cc2cc(C)c(Cl)cc2[nH]c1=O,-5,11
COCCNC(=S)N1CCCN(c2nc3cc(C)ccc3cc2C#N)CC1,-8,6

# Compound profiles, as listed above. Order of values: EP2 modulator	PGE2 EP2 inh
# Record of Cc1ccc(C(C)C(=O)N2CCC(n3nc(C4CC4)ccc3=O)CC2)cc1 (configuration not stated) → -32	3
# Record of O=C(Nc1ccccc1)N(Cc1ccco1)Cc1cc2cc3c(cc2[nH]c1=O)OCO3 → -4	15
# Record of O=C(Cn1c2ccccc2c2ccccc21)NCCc1nc(-c2ccncc2)n[nH]1 → -94	7

# Remaining list, next part:
SMILES,EP2 modulator,PGE2 EP2 inh
O=C(CN1CCC(O)(c2ccccc2)CC1)Nc1ccc2c(c1)OCO2,-28,4
CCOC(=O)N1CCN(C(=O)CN(c2ccccc2OCC)S(C)(=O)=O)CC1,1,8
Cc1ccc2[nH]c(=O)c(CN(Cc3ccco3)C(=O)Nc3ccccc3F)cc2c1,-52,8
O=C(O)c1ccc(Nc2nc(-c3ccc(O)c(O)c3)cs2)cc1,-68,8
N#CC1=C(N)Oc2c(c(=O)[nH]c3ccccc23)C1c1cccc(Cl)c1Cl (configuration not stated),-34,11
C=CC(C1=CC(=O)C=CC1=O)c1ccccc1 (configuration not stated),-1,8
Nc1n[nH]c(CCc2ccccc2)n1,-32,8
CC(C)n1nccc1C(=O)NCc1noc(-c2ccccc2)n1,-39,9
O=c1c(O)c(-c2ccccc2)oc2cccc(O)c12,-38,12
Cc1ccc(OCC(=O)Nc2sc3c(c2C(=O)NCC2CCCO2)CCCC3)cc1 (configuration not stated),-18,13
CCOc1ccc2[nH]c(=O)c(CN(C3CCCC3)C(c3nnnn3CC3CCCO3)C(C)C)cc2c1 (configuration not stated),28,10
O=c1[nH]c2ccc(S(=O)(=O)NCC3(N4CCOCC4)CCCCC3)cc2[nH]1,-31,7
CCN=C1Sc2nc3c(C)cc(C)cc3cc2CN1CCOC,11,10
CCOc1cc(C2NC(=O)C(O)=C2C(=O)c2ccco2)ccc1O (configuration not stated),6,5
O=C(CN1CCC(c2ccncc2)CC1)N1CCCCC1,4,6
COc1ccc(C2(NCc3ccc(OC)c(Cn4cccn4)c3)CC2)cc1,6,4
COc1ccc(C(=O)Nc2sc3c(c2C#N)CCC3)cc1Cl,3,10
NC(=O)CSc1nnc(-c2cccc(F)c2)o1,14,16
CCC(=O)c1cn(CC(=O)N2CCCCC2)c2ccccc12,-13,10
O=S(=O)(c1ccccc1C(F)(F)F)N1CCC(O)(c2ccccn2)CC1,-40,6
CCCn1cnc2sc3c(c2c1=O)CCC(C)C3 (configuration not stated),1,8
Cc1cc(C)nc(N2CCC(C(=O)NC3CC3)CC2)n1,0,5
CCc1nn(CC(=O)N2CCCCCC2)c(=O)c2cc3oc(C)cc3n12,-23,9
Cc1ccc(C)c(NC(=O)CSc2nnc3c(n2)[nH]c2c(C)cc(C)cc23)c1,23,16
Cc1ccc2nc(-c3ccc(Br)cc3)cn2c1,-46,4

# Single entries from the entries so far:
# For EP2 modulator, COc1ccc(N2CCN(C(=O)CN3CCC(O)(c4nccn4C)CC3)CC2)cc1 is entered as -18
# For EP2 modulator, CCOc1ccc2[nH]c(=O)c(CN(C3CCCC3)C(c3nnnn3CC3CCCO3)C(C)C)cc2c1 (configuration not stated) is entered as 28
# For PGE2 EP2 inh, COC(=O)CSc1nnc(-c2ccc(O)cc2)n1-c1ccc(OC)cc1 is entered as 11

# Continued:
SMILES,EP2 modulator,PGE2 EP2 inh
CC(C)(C)n1nnnc1C(c1ccccc1)N1CCN(C(=O)c2ccco2)CC1 (configuration not stated),-5,10
O=c1[nH]c(CN(Cc2cccs2)S(=O)(=O)c2ccc(F)cc2)nc2ccccc12,-50,10
O=S(=O)(NCc1ccncc1)c1ccc(-n2cnnn2)cc1,-33,5
O=c1c2snc(-c3ccc(F)cc3)c2ncn1CCN1CCCCC1,-86,6
Cc1ccc(C(c2nnnn2C2CCCCC2)N(Cc2cccnc2)CC2CCCO2)cc1 (configuration not stated),36,6
COc1ccc(-n2c(C)nnc2SCC(=O)Nc2cccc(Cl)c2)cc1,-19,9
N[C@@H]1[C@H](C(=O)O)[C@@H]2C=C[C@H]1C2,16,9
CCN1C2=C(C(=O)CC(C)(C)C2)C(c2ccccc2OC)C2=C1CC(C)(C)CC2=O,22,10
Cc1ccc2cc(C#N)c(SCC(=O)NCc3ccccc3)nc2c1C,9,11
CCc1ccc2[nH]c(=O)c(CN(CCN(CC)CC)C(=S)Nc3ccccc3)cc2c1,-59,12
CCOc1ccccc1NC(=O)CSc1nc(N)cc(=O)[nH]1,-6,8
CN(C)CCN(Cc1ccccn1)Cc1cn[nH]c1-c1ccc(Cl)cc1,-35,5
CCN1CCCC1CN(Cc1ccccn1)Cc1nc2ccccc2[nH]1 (configuration not stated),-17,2
O=C(CNC1CCCCCC1)Nc1ccc2c(c1)OCO2,-71,10
CN(C)C(=O)CSc1nnc2n1C(C)(C)Cc1ccccc1-2,10,8
COc1ccc(N2CCN(C(=O)Cc3ccc(C)cc3)CC2)cc1,-16,6
CCN1c2ncccc2C(=O)NC12CCN(Cc1ccc(C)o1)CC2,-15,10
CC(C)c1ccc(C(=O)Nc2ccc(N3CCN(S(C)(=O)=O)CC3)cc2)cc1,-19,6
CCOc1ccc2[nH]c(=O)c(CN(Cc3nnnn3CCOC)CC3CCCO3)cc2c1 (configuration not stated),-17,8
COc1ccccc1CN(Cc1ccnc(N2CCCC2)n1)CC1CCCO1 (configuration not stated),13,7
CCC(C)NC(=O)CSc1nnc(-c2ccccn2)n1-c1cccc(OC)c1 (configuration not stated),-3,8
Nc1ncnc2c1ncn2[C@@H]1O[C@H](CO)[C@H](O)C1O (some centres not stated),13,8
CC(C)n1c(=O)n(CC(=O)NCCc2ccccc2)c2cccnc21,-25,4
CC1(C)Cc2c(c(N3CCOCC3)nc3sc4c(NCCO)ncnc4c23)CO1,-11,9
CS(=O)(=O)N(CC(=O)Nc1ccc2c(c1)OCCO2)c1cccc(Cl)c1,-22,13

# Further entries
SMILES,EP2 modulator,PGE2 EP2 inh
COc1ccc2c(c1OC)C(=O)O[C@H]2[C@H]1c2c(cc3c(c2OC)OCO3)CCN1C,68*,10
Cc1c(Cl)cccc1NC(=O)COc1ccc(S(=O)(=O)N2CCCC2)cc1,-19,6
O=C(NC1CCN(S(=O)(=O)c2cccc(F)c2)CC1)C1CCCCC1,7,13
CCC(OC(=O)C1=Cc2ccccc2OC1)C(=O)NCC1CCCO1 (configuration not stated),-68,9
O=C(C1=C(O)C(=O)N(CC2CCCO2)C1c1ccccc1Cl)c1ccco1 (configuration not stated),-8,9
Cc1ccc(OCC(=O)OC(C)CN2CCCCC2)cc1 (configuration not stated),-3,6
O=c1cc(-c2ccccc2)oc2cccc(O)c12,-35,16
Cc1cc(N=Cc2c(CO)cnc(C)c2O)c(N=Cc2c(CO)cnc(C)c2O)cc1C.[Zn],0,37
O=c1cc(-c2ccccc2)oc2cc(O)c(O)cc12,8,8
C=CCn1c(SCC(=O)Nc2ccccc2C)nc2sc(C)cc2c1=O,-78,9
Cc1cc(C)nc(NCc2ccc(Cl)cc2)n1,30,9
O=C(c1cccc(N2CCCCS2(=O)=O)c1)N1CCC(c2ccncc2)CC1,-63,4
COCCc1ncc(CN(Cc2ccccc2C)C2CC(C)(C)NC(C)(C)C2)cn1,1,5
Cn1c(=O)c2c(nc(SCC(=O)NC3CCCC3)n2Cc2ccc(F)cc2)n(C)c1=O,-8,14
COCC(=O)Nc1ccc(S(=O)(=O)N2CCCCC2)cc1,-30,8
Cc1cc(C)cc(NC(=S)N2C3CCCC2CC(NC(=O)C2CC2)C3)c1 (configuration not stated),-29,6
Cn1c(=O)c2c(nc(SCCO)n2Cc2cccc3ccccc23)n(C)c1=O,-4,12
COc1cccc(OC)c1C(=O)N1CCC(c2nc3c(nnn3Cc3ccc(C)cc3)c(=O)[nH]2)CC1,-26,13
Cn1c(-c2ccccc2)nc2cc(N)ccc21,-32,25
CCC(=O)c1[nH]c(C)c(C(=O)CC)c1C,-29,14
COc1ccc(-c2nnc(SCC(=O)c3ccccc3)o2)cc1OC,10,10
COc1cccc(C(C(=O)NC2CCCC2)N(C(=O)c2csnn2)C2CCCCC2)c1 (configuration not stated),3,3
O=C(O)c1ccc(-n2cnnn2)cc1O,-40,7
CCOc1cc(NC(=O)C2=Cc3ccccc3OC2)c(OCC)cc1NC(=O)CC,31,20
CCCOc1ccc(-c2nnn(CC(=O)Nc3ccccc3OC)n2)cc1,-64,10

# 3 consecutive compounds already listed, quoted:
SMILES,EP2 modulator,PGE2 EP2 inh
Cc1cc(N=Cc2c(CO)cnc(C)c2O)c(N=Cc2c(CO)cnc(C)c2O)cc1C.[Zn],0,37
O=c1cc(-c2ccccc2)oc2cc(O)c(O)cc12,8,8
C=CCn1c(SCC(=O)Nc2ccccc2C)nc2sc(C)cc2c1=O,-78,9
